# Bioassay records from PubChem.
# PME-1 inh = PME-1 (human) inhibition; inhibition, % at 5.9 µM; AID 2130; actives 0.53% (n = 320,000); Q9Y570; recombinant PME-1, FP-Rh probe fluorescence polarization;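 active means inhibition above the campaign mean of all compounds plus 3 SD, cut at about 26% in these data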;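 further: competitive labeling of PME-1 active site by serine hydrolase directed probe; 0% = PME-1 with DMSO and 100% = wells lacking PME-1 enzyme; inhibitors block probe labeling so polarization falls and inhibition rises; many of its hits are not listed in these tables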
# Target sequence (Q9Y570 whole entry, looked up): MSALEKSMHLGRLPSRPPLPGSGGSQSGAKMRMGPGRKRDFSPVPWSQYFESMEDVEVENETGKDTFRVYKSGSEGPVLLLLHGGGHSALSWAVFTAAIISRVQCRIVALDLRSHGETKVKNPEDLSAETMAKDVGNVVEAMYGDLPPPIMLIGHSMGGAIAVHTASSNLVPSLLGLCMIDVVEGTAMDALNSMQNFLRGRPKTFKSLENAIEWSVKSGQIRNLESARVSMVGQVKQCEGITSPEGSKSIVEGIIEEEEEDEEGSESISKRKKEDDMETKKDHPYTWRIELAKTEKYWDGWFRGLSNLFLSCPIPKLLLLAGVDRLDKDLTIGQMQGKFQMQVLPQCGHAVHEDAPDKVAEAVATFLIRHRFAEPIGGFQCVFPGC
# VLA-4 inh = inhibition in a human VLA-4 binding assay | P13612 | VLA-4 expressing cells, ligand binding flow cytometry | inhibition, % (about 7 µM as worked out from the volumes in the protocol) | actives 0.2% (n = 330,000); in the data active means inhibition above about 50%
# Efflux pump inh = blocks antifungal efflux pumps in multiplex yeast assay | S. cerevisiae Candida pump triplex, Nile Red efflux | actives 0.44% (n = 330,000) | inhibition, % at 10 µM | AID 485275;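 active means plate passing quality check with inhibition over a set limit, or well fluorescence over plate mean plus 4 SD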;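 further: Nile Red retained in pooled yeast measured as flow cytometry median fluorescence; 0% = buffer negative control and 100% = Enniatin B positive control; higher means more Nile Red kept so more efflux inhibition; some compounds called inactive have numbers as strong as hits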
# GLD-1 RNA inh = GLD-1-TGE RNA interaction inhibition (C. elegans); purified GLD-1 + fluorescein TGE RNA, fluorescence polarization; inhibition, % at 5.96 µM; actives 0.44% (n = 320,000);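 active means percent inhibition above a per-plate cutoff, the plate mean of test compounds plus 3 SD, cut at about 30% in these data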;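 further: 0% = DMSO wells with GLD-1 and probe and 100% = wells lacking GLD-1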
# MCL1-BIM inh = MCL1-BIM-BH3 interaction inhibition (human); Q07820; GST-MCL1 / FITC-Bim-BH3 fluorescence polarization; inhibition, % at 10.9 µM; actives 0.68% (n = 320,000);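 active means inhibition above the mean inhibition of all tested compounds plus 3 SD, set per campaign, cut at about 40% in these data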;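 further: 0% = DMSO wells and 100% = unlabeled Bim-BH3 peptide control; higher means more loss of mP so more displacement of Bim peptide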
# Fam108B inh = blocks mouse Fam108B hydrolase in RBBP9 counter-screen; actives 0.33% (n = 300,000); AID 1947; recombinant Fam108B, FP-Rh probe fluorescence polarization; inhibition, % at 9.51 µM;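 active means inhibition above the screen mean inhibition plus 3 SD, computed separately per campaign, cut at about 18% in these data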;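 further: inhibitors lower polarization as less probe binds the enzyme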
# GRK2 aptamer HTS = human GRK2 inhibition via aptamer displacement. P25098. bead flow cytometry, FAM-aptamer displacement from GRK2. inhibition of aptamer binding, % at 10 µM. actives 0.59% (n = 330,000). AID 488847;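 active means inhibition of aptamer binding above 40%, roughly 3 SD of noise, on plates passing a quality check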;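 further: median bead fluorescence of bound FAM aptamer so fluorescent compounds give negative values; no value below 0 was filed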
# MEX-5 binding = C. elegans MEX-5 TCR-2 RNA binding activity; AID 1832; activity score (negative = inhibition of binding), % at 10 µM; Q9XUB2; MEX-5/FITC-TCR2 RNA binding, fluorescence polarization; hits give low values; actives 0.38% (n = 300,000);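 active means inhibition past about -25% in most replicates, and total fluorescence under double the plate's negative control median, limit read from the data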;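 further: 0% = DMSO and -100% = 5 µM competing unlabeled TCR2 RNA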
# Target sequence (Q9XUB2 whole entry, looked up): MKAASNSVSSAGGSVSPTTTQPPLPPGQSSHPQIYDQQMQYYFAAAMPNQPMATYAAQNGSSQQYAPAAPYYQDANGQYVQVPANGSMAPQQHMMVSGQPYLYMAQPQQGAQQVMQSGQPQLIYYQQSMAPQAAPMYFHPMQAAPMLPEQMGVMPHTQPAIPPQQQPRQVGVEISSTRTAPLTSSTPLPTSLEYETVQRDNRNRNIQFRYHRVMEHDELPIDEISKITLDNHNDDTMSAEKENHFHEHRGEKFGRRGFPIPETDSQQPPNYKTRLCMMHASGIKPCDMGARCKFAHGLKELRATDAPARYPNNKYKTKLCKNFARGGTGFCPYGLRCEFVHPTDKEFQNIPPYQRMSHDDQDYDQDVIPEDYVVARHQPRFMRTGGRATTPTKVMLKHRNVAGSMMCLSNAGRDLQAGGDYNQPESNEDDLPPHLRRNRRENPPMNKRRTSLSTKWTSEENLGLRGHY
# Bcl-xL primary = blocks human Bcl-xL binding to Bim BH3 peptide. AID 2129. Q07817. actives 0.7% (n = 320,000). inhibition, % at 10.9 µM. GST-Bcl-xL / FITC-Bim BH3 peptide fluorescence polarization;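 active means inhibition above the mean of all tested compounds plus 3 SD, cutoff set per campaign, cut at about 30% in these data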;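 further: 0% = DMSO wells and 100% = unlabeled Bim-BH3 peptide competitor; inhibitors lower millipolarization by displacing the labeled peptide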
# Target sequence (Q07817 whole entry, looked up): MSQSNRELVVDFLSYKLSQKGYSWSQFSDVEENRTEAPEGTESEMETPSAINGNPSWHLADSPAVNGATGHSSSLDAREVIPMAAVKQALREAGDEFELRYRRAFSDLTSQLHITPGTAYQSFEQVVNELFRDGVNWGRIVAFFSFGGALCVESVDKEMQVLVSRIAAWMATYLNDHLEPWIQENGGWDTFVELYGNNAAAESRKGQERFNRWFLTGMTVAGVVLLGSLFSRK
# Numbers without * were called inactive; nt = not tested or not shown. An excerpt (hit frequency here may not be typical).
SMILES,PME-1 inh,VLA-4 inh,Efflux pump inh,GLD-1 RNA inh,MCL1-BIM inh,Fam108B inh,GRK2 aptamer HTS,MEX-5 binding,Bcl-xL primary
CC1CCc2nn(CC(=O)N3CCN(C(=O)c4ccco4)CC3)cc2C1 (stereo unspecified),-8,-12,1.1,-7,1,-1,4,-0.3,-2
COc1ccc(NC(=O)/C=N/O)cc1,5,6,0.1,-3,8,7,1,0.9,2
Cn1c(COc2ccc(Cl)cc2)nnc1SCc1ncc(-c2ccccc2)o1,1,10,0.9,-5,-14,-1,10,1.9,-15
CC(=O)Nc1ccc(SCC(=O)c2ccc(Br)s2)cc1,-4,3,-0.1,2,10,3,3,-3.3,8
Cc1ccc(CNC(=O)CN2CCN(c3ccc(F)cc3)CC2)cc1,19,3,0.4,1,4,1,43*,-0.7,2
O=C(NC(=S)Nc1cccnc1Cl)c1ccc(Cl)cc1,-6,6,0.1,11,9,0,0,-0.5,3
CCOc1ccc(/C=N/OCC(=O)NC(c2ccccc2)c2ccccc2)cc1,3,-9,0.0,-4,1,-4,4,-2.0,0
Cc1ccc(C(=O)O/N=C(\N)c2ccccn2)c(Cl)c1,10,7,0.3,2,2,6,1,-3.1,2
CCCCOc1ccc(C(C)(O)CCN2CCOCC2)cc1 (stereo unspecified),-1,16,-0.2,5,-10,-1,1,0.8,-8
CCC(C)[C@H]1CN=C(N)N1CCc1cc(C(F)(F)F)cc(C(F)(F)F)c1 (stereo partly specified),-1,4,0.0,8,3,4,0,0.1,8
Cc1cc(-c2ccccc2)nc(N/N=C/c2ccc(N(C)C)cc2)n1,10,1,0.0,-11,-4,5,1,3.1,-1
CN(C)C(=S)SCC(=O)Nc1ccc(Cl)cc1Cl,5,7,15*,5,4,3,32,-1.7,-5
Cc1ccccc1CNC(=O)C(=O)NCCC1CCCCN1S(=O)(=O)c1ccccc1 (stereo unspecified),4,1,0.0,5,-4,1,0,0.7,1
CC1CCN(C(=O)Cn2c(=O)n(CCCC(=O)NCc3ccco3)c(=O)c3sccc32)CC1,4,15,0.0,1,10,2,0,2.4,3
Cc1ccc(-n2nnnc2SCC(=O)N2CC(=O)Nc3ccccc32)cc1,10,-5,0.0,-20,-20,2,0,-8.4,-18
Cc1cc(C)nc(N/N=C/c2ccccc2OCc2cccc(Br)c2)n1,1,-8,-0.5,1,5,0,0,3.2,4
O=C(Nc1nc(-c2ccc([N+](=O)[O-])cc2)cs1)c1c(F)cccc1F,1,-6,-0.1,0,1,-1,0,-0.1,2
CC1(NC(=O)c2ccccc2)CCN(CCc2cccs2)C1=O (stereo unspecified),3,0,-0.2,-1,5,nt,0,nt,5
O=C(CC(C(=O)O)c1c[nH]c2ccccc12)c1ccccc1 (stereo unspecified),7,7,-0.1,4,5,2,0,-1.0,4
CN(CC(=O)Nc1ccc(F)cc1)C(=O)c1cccc(S(=O)(=O)N2CCN(c3ccccc3)CC2)c1,0,3,-0.1,1,8,-2,1,0.9,3
CCCCn1c(N)c(N(CCOC)C(=O)CSc2nnc(-c3ccco3)n2CC)c(=O)[nH]c1=O,nt,12,0.2,4,nt,nt,0,nt,nt
COc1ccc(C2(C)NC(=O)N(CC(=O)N3CCc4ccccc43)C2=O)cc1OC (stereo unspecified),-1,-6,0.0,4,3,nt,2,nt,2
Cc1ccc(NC(=S)NCCSc2ccc(Cl)cc2)c(C)c1,9,1,-0.5,5,3,-6,2,0.5,3
CS(=O)(=O)c1ccc(C(=O)OCC(=O)NC(=O)C2COc3ccccc3O2)cc1[N+](=O)[O-] (stereo unspecified),nt,-7,0.2,3,nt,nt,0,nt,nt
N#CC1=C(N)OC2=C(CN(Cc3ccccc3)C/C2=C\c2cccnc2)C1c1cccnc1 (stereo unspecified),4,15,-0.1,12,20,7,0,-3.0,18
CCOC(=O)c1cnc2ccc(Cl)cc2c1N1CCN(C)CC1,-5,6,0.0,0,5,-3,0,-1.6,7
O=C1Nc2ccc(Br)cc2/C1=N/N=C/C1=C(N2CCOCC2)C(=C\c2ccccc2)/CC1,14,-2,-0.1,-3,5,0,5,-0.3,4
O=C(/C=C/c1ccccc1)c1ccccc1O,5,3,-0.1,-1,3,-5,3,-1.6,-4
Cc1cnc(C(=O)OC(C(=O)c2ccccc2)c2ccccc2)cn1 (stereo unspecified),-2,-3,0.1,4,5,nt,3,nt,6
CCc1ccc(CCN2C(=O)c3ccccc3C2=O)nc1,0,-19,-0.1,7,-4,5,2,1.7,2
Cc1cc(F)c(F)c(C(=O)N2CCC(C)CC2)c1Cl,5,0,0.0,6,2,-1,1,2.2,4
Cc1cccc2cc(/C=N/NC(=O)c3ccncc3)c(Cl)nc12,-6,3,0.0,4,9,-6,0,1.5,6
Cc1nc(CN(C)C(=O)C2CCC(=O)N(CCc3cccc(F)c3)C2)cs1 (stereo unspecified),2,14,-1.3,6,-2,-1,1,1.7,6
O=C(CNC(=O)c1cccc(OC(F)F)c1)Nc1ccc(Cl)cc1,4,9,2.8,-2,-4,-1,5,-3.0,0
O=C(N[C@@H](Cc1ccccc1)C(=O)O)c1ccc(C(F)(F)F)cc1,1,20,-0.1,-1,0,-4,2,2.1,1
CC1CCc2sc(C(=O)Nc3ccc(C(N)=O)cc3)cc2C1 (stereo unspecified),-13,1,0.1,-4,-1,-10,0,-2.7,-8
CCOc1ccc(NC(=O)CSc2nc(C3CC3)nc3ccccc23)cc1,-2,20,0.1,2,-1,-2,0,2.0,0
CN(C)S(=O)(=O)Nc1ccc2c(c1)OCO2,1,-25,-0.1,6,-1,1,2,0.8,-1
CCCCCN(C(=O)CCC(=O)OC(C)C(=O)c1ccc(Cl)cc1)c1c(N)n(CCCC)c(=O)[nH]c1=O (stereo unspecified),-4,5,0.0,7,-11,4,2,-0.1,-9
O=C1CC(=O)N(Cc2cccs2)C(=O)N1,-4,5,0.0,-23,-53,-1,1,18,-39
CCc1ccc2c(c1)cc(CN(Cc1ccco1)C(C)=O)c1nnnn12,7,16,0.0,6,7,-4,3,-0.3,2
COc1ccc(CNc2ncnc3cc(OC)c(OC)cc23)cc1,3,-8,-0.1,4,1,2,3,0.2,10
CC(=O)C1=C(O)C(=O)N(CCc2c[nH]c3ccccc23)C1c1ccccc1 (stereo unspecified),-1,8,-0.1,-4,4,-2,1,-1.1,0
Cc1cc(=O)cc(C)n1-c1ccc2c(c1)nc(C)n2-c1ccccc1,0,-48,0.1,-2,2,-3,0,1.9,2
CCOC(=O)Cc1[nH]nc2c1C(Cc1ccccc1)C(C#N)=C(N)O2 (stereo unspecified),2,-4,0.0,-1,6,0,0,1.1,-1
CCOC(=O)c1cc[nH]c1CC(=O)NC,2,1,-0.1,5,9,5,1,1.0,9
COc1ccc(Cn2ccnc2)cc1Br,7,-18,0.1,4,1,1,0,1.0,5
CCOc1ccc(CN(C(=O)c2ccccn2)c2ccc(OC)c(Cl)c2)cc1,10,-7,0.0,-7,-1,4,0,3.1,0
Cc1csc(C(=O)O)c1NC(=O)c1c(Cl)cccc1Cl,-2,1,0.2,1,1,5,0,1.0,3
Cc1ccc(COc2ccccc2-c2cc(C(=O)N/N=C/c3cccnc3)[nH]n2)cc1,-7,7,-0.1,1,6,-58,0,0.0,4
CC(C)C(=O)O/N=C(\N)c1ccc(Oc2ccc(Cl)cc2)c([N+](=O)[O-])c1,-1,11,-0.3,10,6,-2,3,1.4,3
COc1cc(C(=O)NC2CC3CCCC(C2)N3C2CC2)cc(OC)c1OC (stereo unspecified),-1,3,0.0,13,2,0,2,2.6,2
CSc1nc(N)n2nc(-c3ccc(Cl)cc3)cc2n1,-11,21,0.2,-2,-2,-3,0,3.0,1
Cc1cc(C)n(-c2cccc(CN3CCC(CO)(Cc4ccccc4)CC3)c2)n1,10,14,0.1,-1,5,1,0,0.0,8
CCCCC(=O)OCc1nc2ccccc2s1,3,12,0.1,-3,-2,0,1,3.9,1
COc1cccc(-c2nc(CS(=O)(=O)CC(=O)Nc3cc(F)ccc3F)c(C)o2)c1,2,6,0.0,5,-2,1,5,1.8,7
O=C(NCCC(=O)N1CCCCCCC1)c1ccc(Br)cc1,4,13,0.1,5,7,nt,0,nt,2
CCN(CC)C(=O)c1ccc(-c2nnc(OC)c3ccccc23)cc1,12,8,0.0,-9,2,2,14,-0.9,-4
CCOc1ccccc1NC(=O)CSc1nnnn1-c1ccc(C(=O)OC)cc1,-5,-21,0.0,-2,11,0,0,2.3,8
CCN(CC)CCN(C(=O)c1ccc(C(=O)c2ccccc2)cc1)c1nc2c(OC)cccc2s1,12,-12,-0.2,2,-2,-2,6,2.5,0

# Carrying on.
SMILES,PME-1 inh,VLA-4 inh,Efflux pump inh,GLD-1 RNA inh,MCL1-BIM inh,Fam108B inh,GRK2 aptamer HTS,MEX-5 binding,Bcl-xL primary
CN(C(=O)COC(=O)c1ccc(Cl)nc1)c1c(N)n(Cc2ccccc2)c(=O)[nH]c1=O,3,-6,-0.2,3,-16,nt,0,nt,-8
COc1ccc(-c2ccc3oc(-c4ccsc4)c(-c4ccc(Br)nc4)c3c2)cc1,nt,-5,-0.2,-2,nt,nt,4,nt,nt
COc1c(C)cc(C(=O)C2CCCN(C(=O)Cn3nc(C)nc3C)C2)cc1C (stereo unspecified),3,16,0.0,0,-2,-2,4,0.3,1
CCC(=NCCc1ccc(OC)c(OC)c1)C1=C(O)CC(C)(C)CC1=O,-2,2,-0.1,10,-2,-5,0,-0.8,-1
COc1ccc(-c2csc(NC(=O)c3cccc(N4C(=O)CCC4=O)c3)n2)cc1C,13,12,-0.1,-5,6,0,1,0.9,2
COC(=O)CSc1nc2c(cnn2-c2ccc(Cl)cc2)c(=O)[nH]1,-3,-1,0.0,27,8,-4,1,2.1,6
O=C1CCCCCN1Cc1ccccc1,-6,-1,-0.1,5,-1,-3,0,3.2,1
CCC(CO)Oc1cc(NCc2ccc(C)cc2)c2ncn(C(C)C)c2c1 (stereo unspecified),nt,-2,0.1,-10,nt,nt,2,nt,nt
CCCCN1CCc2c(c3ccccc3n2Cc2ccccc2)C1,-3,3,-0.5,-1,1,0,0,-1.2,2
Cc1sc(NC(=O)c2cccs2)c(C(N)=O)c1C,-2,-2,0.1,3,11,2,0,0.4,10
NC(=O)N/N=C/c1ccc(-c2cccc(C(F)(F)F)c2)o1,2,3,-0.1,-1,-2,3,0,-1.7,2
CCN(CC(=O)NCc1ccc(Cl)cc1)CC(=O)Nc1ccc(C(N)=O)cc1,3,-1,-0.1,1,0,1,0,2.7,1
COc1ccccc1CNC(=O)c1cccc(-c2ccc(C)c3ccccc23)n1,-4,nt,nt,11,1,-7,nt,3.9,5
O=C(c1cc(-c2ccco2)on1)N1CCN(c2ccccc2)CC1,-1,-5,-0.1,0,-7,0,0,-1.0,-2
COc1ccc(CCc2nnc(CCC(=O)NCc3ccc4ncccc4c3)o2)cc1,-2,3,0.0,4,-3,0,2,-2.0,-2
Cc1ccc2oc(-c3ccc(C)c(NC(=S)NC(=O)c4cccs4)c3)nc2c1,2,1,0.0,0,7,-11,1,-6.7,2
CN1CC(=O)N2[C@H]3c4ccccc4OC[C@@H]3[C@H](c3ccccc3)[C@]2(C)C1=O,nt,3,-0.3,10,nt,nt,2,nt,nt
